RGS8-Gao – regulators of human RGS8-Galphao interaction | P09471 | multiplexed bead flow cytometry, RGS8-Galphao binding; actives lie on both sides | actives 0.34% (n = 220,000) | response (percent of control binding), % at 10 µM; in the data active = response below about 60% or above about 140%; inactive = in between;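 note: Galphao activated as the GDP aluminium fluoride complex binding bead-coupled RGS8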
Target sequence (P09471 whole entry, looked up): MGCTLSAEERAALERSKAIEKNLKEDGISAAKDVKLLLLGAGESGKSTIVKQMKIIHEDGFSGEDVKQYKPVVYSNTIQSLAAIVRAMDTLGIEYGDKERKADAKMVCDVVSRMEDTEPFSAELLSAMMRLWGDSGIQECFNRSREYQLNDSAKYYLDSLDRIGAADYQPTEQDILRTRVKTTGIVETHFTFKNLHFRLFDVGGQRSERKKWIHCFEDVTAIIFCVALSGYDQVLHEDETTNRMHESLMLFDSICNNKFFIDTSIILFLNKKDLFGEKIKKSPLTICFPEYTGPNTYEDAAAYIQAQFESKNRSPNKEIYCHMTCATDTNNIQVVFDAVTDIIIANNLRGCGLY
Mcl1 Bid PPI – disrupts binding of human Mcl-1 to Bid peptide | Q07820 | TR-FRET Mcl-1/Bid-Dy647 peptide binding, 1536-well | inhibition, % at 21.7 µM | actives 0.97% (n = 220,000) | AID 1021;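 active = compounds that cut the binding signal by more than half at the single screening dose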;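 note: His-tagged Mcl-1 with europium anti-His antibody binding Bid BH3 peptide; 0% = Mcl-1 plus peptide wells and 100% = peptide-only wells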
Target sequence (Q07820 whole entry, looked up): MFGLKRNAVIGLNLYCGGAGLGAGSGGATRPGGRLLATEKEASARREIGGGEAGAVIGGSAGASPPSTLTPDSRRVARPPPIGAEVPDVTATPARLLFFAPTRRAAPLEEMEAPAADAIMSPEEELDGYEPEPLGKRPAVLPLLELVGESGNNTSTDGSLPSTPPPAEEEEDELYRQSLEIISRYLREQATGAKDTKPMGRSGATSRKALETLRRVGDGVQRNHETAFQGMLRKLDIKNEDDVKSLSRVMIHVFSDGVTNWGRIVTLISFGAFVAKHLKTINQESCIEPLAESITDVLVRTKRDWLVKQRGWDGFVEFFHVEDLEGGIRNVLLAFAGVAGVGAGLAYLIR
Rac1 act GTP bind – modulators of GTP binding to human Rac1 activated mutant; actives 0.11% (n = 190,000); GST-Rac1 activated beads, fluorescent GTP binding, flow cytometry; actives lie on both sides; 100% means binding = to untreated wells; percent activity (GTP binding), % at 10 µM; P63000; AID 764;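 active = GTP binding at least 20 percentage points away from the 100% baseline, in either direction, so actives lie on both sides; inconclusive = Compound likely fluorescent itself, or too few beads counted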
Rab2A wt mod – changes GTP binding to wildtype dog Rab2A, up or down; GST-Rab2 wt beads, Bodipy-GTP binding, flow cytometry; GTP binding activity, % at 10 µM; actives 0.19% (n = 190,000); AID 760;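 active = GTP binding activity at least 20 points away from 100%, either lowered or raised; inconclusive = signal likely due to the compound's own green fluorescence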;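 note: 0% = beads with excess unlabeled GTP and 100% = no-compound control corrected for plate trend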
HRas wt GTP bind – modulators of GTP binding to human HRas wildtype; P01112; GST-Ras wt beads, Bodipy-FL-GTP binding, flow cytometry; actives lie on both sides; GTP binding activity, % at 10 µM; actives 0.14% (n = 190,000);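 active = GTP binding activity at least 20% away from the 100% baseline, either lowered as inhibitor or raised as activator; inconclusive = flagged as likely green fluorescent, judged across all proteins in the well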;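 note: 0% = unlabeled GTP competition control and 100% = no-compound control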
Pf gametocyte – P. falciparum stage V gametocyte viability inhibition; actives 0.065% (n = 150,000); AID 743093; inhibition, % at 10.9 µM; P. falciparum stage V gametocytes, ATP luminescence, 24 h;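 active = inhibition above the mean plus 3 SD of compounds within the control limits, set per campaign, cut at about 38% in these data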;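 note: 0% = DMSO wells and 100% = medium only without gametocytes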
Cdc42 wt GTP – changes GTP binding to wildtype human Cdc42; P60953; GST-Cdc42 beads, Bodipy-GTP binding, flow cytometry; actives lie on both sides; percent activity (GTP binding), % at 10 µM; actives 0.2% (n = 190,000);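 active = percent activity GTP binding at least 20 points away from the 100% baseline, either down as inhibitor or up as activator; inconclusive = compound flagged as likely green fluorescent from well-wide comparison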;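 note: median bead fluorescence of bound Bodipy-FL-GTP at 100 nM; 0% = excess unlabeled GTP control and 100% = no compound control; below 100% means less GTP binding so inhibitor and above means activator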
Target sequence (P60953 whole entry, looked up): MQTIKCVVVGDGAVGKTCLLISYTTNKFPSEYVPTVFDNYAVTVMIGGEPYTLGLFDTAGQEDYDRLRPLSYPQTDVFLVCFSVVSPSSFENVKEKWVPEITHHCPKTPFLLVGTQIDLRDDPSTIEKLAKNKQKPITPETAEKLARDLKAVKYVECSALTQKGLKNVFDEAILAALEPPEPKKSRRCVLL
Rac1 wt modul – modulators of human Rac1 wildtype GTP binding. actives 0.27% (n = 190,000). GST-Rac1 beads, fluorescent GTP binding, flow cytometry; actives lie on both sides; 0 = cold GTP competed, 100 = untreated. P63000. AID 757. GTP binding activity (% of control), % at 10 µM;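 active = GTP binding activity at least 20 points away from the 100% control level, either lower or higher; inconclusive = compound flagged as likely green fluorescent, judged across all proteins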
Rab7 wt modul – dog Rab7 wildtype GTP binding, inhibitors and activators; GST-Rab7 beads, fluorescent GTP binding, flow cytometry; actives lie on both sides; untreated = 100%, excess cold GTP = 0%; GTP binding activity (percent of control), % at 10 µM; actives 0.055% (n = 190,000); AID 758;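 active = fluorescent GTP binding to Rab7 beads changed by at least 20 points from the 100% baseline, either direction, mostly lower; inconclusive = compound itself probably fluorescent, or too few beads counted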;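 note: median green fluorescence of bound Bodipy-FL-GTP per Rab7 bead population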
Bim-Mcl-1 – inhibitors of Bim-Mcl-1 interaction, human. Bead-based flow cytometry, Bim peptide-Mcl-1 binding. inhibition, % at 10 µM. actives 0.1% (n = 190,000); in the data active = inhibition above about 40%;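 note: 0% = no compound tracer wells and 100% = peptide blocker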
Mcl1-Noxa inh – Mcl-1/Noxa interaction inhibition | Q07820 | TR-FRET Mcl-1/Noxa peptide binding, 2 h | inhibition, % at 21.7 µM | actives 1.5% (n = 220,000) | AID 1022;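 active = compounds that cut the protein-peptide binding signal by more than 50% relative to plate controls in a single-dose test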;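 note: His-tagged Mcl-1 with rhodamine Noxa BH3 peptide and terbium anti-His antibody; 0% = Mcl-1 plus Noxa peptide wells and 100% = peptide-only wells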
* marks the source's active call; other numbers are inactive results; ? = inconclusive; . = not tested or not shown.

SMILES	RGS8-Gao	Mcl1 Bid PPI	Rac1 act GTP bind	Rab2A wt mod	HRas wt GTP bind	Pf gametocyte	Cdc42 wt GTP	Rac1 wt modul	Rab7 wt modul	Bim-Mcl-1	Mcl1-Noxa inh
NC(=O)NC(=O)COC(=O)CC12CC3CC(CC(C3)C1)C2	100	-3	95	95	96	17	98	101	95	-1	-2
N#Cc1cn(-c2ccccc2)nc1-c1cc2ccccc2oc1=O	96	-2	101	103	103	.	105	105	100	-3	-174
Cc1[nH]c2ccc(F)cc2c1CCN(Cc1cccnc1)C(=S)Nc1ccc(F)cc1	105	-31	95	99	100	-8	96	96	104	0	9
COc1ccc(C(=O)c2ccc([N+](=O)[O-])cc2Cl)cc1	104	-4	?	?	?	-10	?	?	?	3	-7
CC1CCC(NC(=O)CN2CCC(n3nnc4cc(F)ccc43)CC2)CC1 (stereo not given)	105	-9	98	99	98	-41	97	100	96	-1	10
COCCNC(=O)C(c1cccnc1)N(Cc1ccccc1)C(=O)Cn1nnc2ccccc21 (stereo not given)	103	-9	95	96	97	28	98	97	96	-1	-10
CC(=O)Nc1ccc(NC(=O)C2CCC(CNS(=O)(=O)c3cccc4nsnc34)CC2)cc1 (stereo not given)	100	-4	97	102	98	-12	102	101	90	0	6
CCOC(=O)C1=C(N)OC2=C(C(=O)CC(C)(C)C2)C1c1cc(CSc2nnnn2C)cs1 (stereo not given)	102	-37	95	96	97	9	94	100	100	-2	10
O=C(CSc1nc2ccccc2o1)N1N=C(c2cccs2)CC1c1ccc(F)cc1 (stereo not given)	102	-10	96	98	98	.	95	100	102	-3	7
CCCCN(CCCC)CC(O)COc1ccccc1Br (stereo not given)	102	-6	101	99	100	-46	107	109	98	0	35
Cc1cc(C)n2nc(S(=O)(=O)N(CC(C)C)CC(C)C)nc2n1	103	-5	99	99	97	.	102	101	98	-1	-5
CC(=O)Nc1ccc(-c2nnc(SCc3c(C)cc(C)cc3C)n2C)cc1	103	-62	97	95	95	-9	90	97	94	0	10

Entries of single compounds, quoted from the list. Order of values: RGS8-Gao	Mcl1 Bid PPI	Rac1 act GTP bind	Rab2A wt mod	HRas wt GTP bind	Pf gametocyte	Cdc42 wt GTP	Rac1 wt modul	Rab7 wt modul	Bim-Mcl-1	Mcl1-Noxa inh
CC1CCC(NC(=O)CN2CCC(n3nnc4cc(F)ccc43)CC2)CC1 (stereo not given) in the list: 105	-9	98	99	98	-41	97	100	96	-1	10
N#Cc1cn(-c2ccccc2)nc1-c1cc2ccccc2oc1=O in the list: 96	-2	101	103	103	.	105	105	100	-3	-174
CCOC(=O)C1=C(N)OC2=C(C(=O)CC(C)(C)C2)C1c1cc(CSc2nnnn2C)cs1 (stereo not given) in the list: 102	-37	95	96	97	9	94	100	100	-2	10
COc1ccc(C(=O)c2ccc([N+](=O)[O-])cc2Cl)cc1 in the list: 104	-4	?	?	?	-10	?	?	?	3	-7

(next part)
SMILES	RGS8-Gao	Mcl1 Bid PPI	Rac1 act GTP bind	Rab2A wt mod	HRas wt GTP bind	Pf gametocyte	Cdc42 wt GTP	Rac1 wt modul	Rab7 wt modul	Bim-Mcl-1	Mcl1-Noxa inh
COc1ccc(N(Cc2ccccc2)C(=O)CSc2nnc(Cn3nnc4ccccc43)o2)cc1	100	-29	98	98	100	8	100	101	97	1	2
CC1(C)Cc2nc3oc4c(NCc5ccccc5)ncnc4c3cc2CO1	102	11	96	98	99	.	102	99	99	6	-10
COc1ccc(C(=O)C2CCCN(C/C=C/c3ccccc3OC)C2)c(OC)c1 (stereo not given)	99	5	87	94	92	-27	88	86	98	-4	30
CC(=O)c1ccc(NC(=O)C2C3C=CC(C3=C(c3ccccc3)c3ccccc3)C2C(=O)O)cc1 (stereo not given)	99	-42	94	94	94	4	95	92	91	0	4
COc1ccc(C(CC(=O)O)NC(=O)Nc2ccccc2)cc1OC (stereo not given)	104	1	93	95	94	-8	93	97	94	-1	-11
Cc1cccc(N=C2NC(=O)/C(=C\c3cccs3)S2)c1	104	-22	94	96	95	.	91	96	97	0	8
NNC(=O)CN1CCCc2ccccc21	94	-30	91	95	96	7	98	94	96	0	16
O=C(CN1C(=O)c2cccc3cccc1c23)Nc1ccc2c(c1)OCO2	99	-18	98	99	103	.	102	103	102	1	29
O=c1c2cnn(-c3ccccc3)c2nnn1/N=C/c1cccnc1	100	-35	97	96	98	.	98	99	95	1	7
CC(=O)NCCn1c(C)cc2ccccc21	98	-35	101	100	101	.	103	103	99	1	1
CCOc1ccc(OCC)c(NC(=O)C2CCN(c3ncccn3)CC2)c1	100	-4	96	100	96	-12	98	101	100	0	21
Clc1ccc(OCc2nnnn2-c2ccccc2)cc1	99	-8	101	102	102	25	101	106	100	-6	-5
Brc1ccccc1C1=Nn2c(nnc2-c2ccccc2)SC1	99	-12	95	99	99	2	101	99	102	-2	-3
CCN(Cc1ccccc1)C(=O)C1CCN(Cc2ccc(OC)c(OC)c2OC)CC1	102	22	100	105	105	4	104	104	97	-1	25
COc1ccc2c(c1OC)CN(C)CCc1cc3c(cc1C(=O)C2)OCO3	96	-8	98	95	96	-1	97	99	97	-1	1
CCCCn1c(SCc2nc3ccccc3s2)nc2cc(S(N)(=O)=O)ccc21	111	-9	95	98	97	.	95	98	101	4	-2
CCOC(=O)N1CCN(c2cc(=O)n(C3CCCCC3)c(=O)[nH]2)CC1	97	-31	98	98	100	.	101	106	99	0	-2
CC(=O)Nc1nc(C)c(S(N)(=O)=O)s1	100	-4	102	102	103	7	104	105	103	-1	3
Nc1ccc(Nc2nc(-c3ccncc3)cs2)cc1	94	-92	96	99	102	-33	100	100	101	5	42
COc1ccc(-n2c(N)c(C#N)c3ccc([N+](=O)[O-])cc3c2=O)cc1	101	-6	?	?	?	.	?	?	?	-3	15
Cn1c(SCc2nc3ccccc3[nH]2)nnc1-c1cccnc1	102	-5	95	94	96	.	94	96	95	0	29
C/C(Sc1nnc(Cc2ccccc2)o1)=C(/O)c1ccccc1	101	3	98	99	101	.	103	106	101	-8	-11
Cc1cc(C)c(-c2csc(NC(=O)c3cc([N+](=O)[O-])ccc3N3CCOCC3)n2)c(C)c1	103	5	101	98	100	9	103	108	98	-7	16
Cc1ccc(C(C(=O)NCc2ccco2)N(C(=O)CNC(=O)c2cccs2)c2c(C)cccc2C)cc1 (stereo not given)	90	24	98	100	101	7	100	103	101	-3	28
Cc1ccc(S(=O)(=O)Nc2cccc(Cl)c2)cc1NC(=O)c1cccnc1	98	-20	96	101	98	3	100	95	105	-1	8
CCOc1cc(S(=O)(=O)N2CCCC2)ccc1Cl	104	-29	99	99	102	-16	103	107	99	-1	2
CCC(=O)N1CCc2cc(Br)cc(S(=O)(=O)CC(=O)OC)c21	93	-16	97	98	100	.	99	97	100	0	37
OCc1nc(CO)n(Cc2ccccc2)n1	107	-3	101	102	103	-6	104	102	98	-3	0
Cc1cc(=O)oc(C)c1C(=O)NCC(C)NC(=O)c1c(C)cc(=O)oc1C (stereo not given)	95	-8	98	98	98	.	99	98	99	0	2
CC1(c2ccccc2)NC(=O)N(CC(=O)Nc2cccc(C#N)c2)C1=O (stereo not given)	102	-30	98	100	97	.	98	106	99	0	14
Cc1c(N=Cc2c(O)n(C)c(=O)c3ccccc23)c(=O)n(-c2ccccc2)n1C	96	-26	94	95	99	.	96	96	97	-4	17
CC(C)(C)NCc1cc(Cl)ccc1OCc1cccs1	93	-8	100	98	99	.	104	104	99	-7	5
O=C(CCNS(=O)(=O)c1cccc2nsnc12)NCc1ccccc1Cl	100	-6	93	93	92	0	94	94	96	0	-18
COc1cc(S(=O)(=O)N2CCCCCC2)c(OC)cc1Br	102	-18	100	100	99	.	102	104	100	-1	2
CC(C(=O)Nc1ccc(S(=O)(=O)N2CCOCC2)cc1)N1C(=O)C2CC=CCC2C1=O (stereo not given)	106	-17	95	98	99	-20	99	98	104	-1	13
COc1ccc(N(CC(=O)NCCC2=CCCCC2)S(C)(=O)=O)cc1OC	101	-22	100	99	100	.	101	101	100	-6	19

Arranged by number of heavy atoms (ascending): some entries from above
SMILES	RGS8-Gao	Mcl1 Bid PPI	Rac1 act GTP bind	Rab2A wt mod	HRas wt GTP bind	Pf gametocyte	Cdc42 wt GTP	Rac1 wt modul	Rab7 wt modul	Bim-Mcl-1	Mcl1-Noxa inh
OCc1nc(CO)n(Cc2ccccc2)n1	107	-3	101	102	103	-6	104	102	98	-3	0
COc1cc(S(=O)(=O)N2CCCCCC2)c(OC)cc1Br	102	-18	100	100	99	.	102	104	100	-1	2
CCC(=O)N1CCc2cc(Br)cc(S(=O)(=O)CC(=O)OC)c21	93	-16	97	98	100	.	99	97	100	0	37

The listing continues:
SMILES	RGS8-Gao	Mcl1 Bid PPI	Rac1 act GTP bind	Rab2A wt mod	HRas wt GTP bind	Pf gametocyte	Cdc42 wt GTP	Rac1 wt modul	Rab7 wt modul	Bim-Mcl-1	Mcl1-Noxa inh
CN(C)C=Nc1ccc2nn(-c3ccccc3)nc2c1	105	-6	100	102	104	.	104	104	105	4	9
Cc1cccc(Nc2nnc(-c3ccc(N4CCOCC4)c([N+](=O)[O-])c3)c3ccccc23)c1	104	-7	98	99	100	.	97	99	99	-3	14
O=C(N/N=C/c1ccccn1)c1cccc([N+](=O)[O-])c1	112	-8	97	95	95	-5	97	97	96	0	-18
Cc1ccn2cc(-c3ccc(NC(=O)c4ccco4)cc3)nc2c1	100	-25	99	97	97	.	101	99	96	-7	33
CCN1CCN(C(=O)c2ccc(Cl)c(S(=O)(=O)N3CCCCCC3)c2)CC1	103	-25	102	102	102	.	103	101	109	-5	-14
O=C(NCc1n[nH]c(=S)n1-c1ccc(F)cc1)c1ccco1	89	-20	98	96	97	.	98	95	94	0	11
Cc1ccc(C2=N/C(=C\c3ccc(OS(=O)(=O)c4ccc(C)cc4)cc3)C(=O)O2)cc1	107	-20	99	98	99	-32	99	103	105	-6	7

Source: PubChem (several laboratories)
